Thrombin inh: blocks human thrombin protease activity; P00734; alpha-thrombin, Boc-VPR-AMC fluorogenic substrate cleavage; hit rate 0.26% among 220,000; inhibition, % at 5 µM;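 active = inhibition at or above 40%; inactive = inhibition below 40%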;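 note: 0% = enzyme with no compound and 100% = wells without enzyme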
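Assay system: human alpha-thrombin enzyme. Reagent: Boc-VPR-AMC substrate, 15 µM final. Compound dosing: one concentration per compound, 5 µM, with 0.2% DMSO. Incubation: room-temperature reaction. Technique: AMC fluorescence, 355/460 nm. Measure: % inhibition relative to enzyme controls and enzyme-free blanks.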
PERK inh: inhibitors of human PERK kinase; Q9NZJ5; CHO PERK-DD fusion, SEAP luminescence translation reporter; inhibition, % at 5.6 µM; hit rate 0.17% among 220,000;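 active = inhibition above the mean inhibition of all tested compounds plus 3 SD, set separately per screening campaign, cut at about 2.9% in these data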;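 note: PERK kinase domain activated by AP20187 dimerizer at 100 nM; 0% = DMSO with dimerizer and 100% = rapamycin at 8.4 µM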
FXIa inh: blocks human coagulation factor XIa protease activity; hit rate 0.14% among 220,000; purified FXIa, Boc-Glu-Ala-Arg-AMC fluorogenic substrate; AID 798; inhibition, % at 5 µM;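 active = inhibition of at least 40%; inactive = inhibition below 40%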;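 note: fluorescence of freed AMC excited at 355 nm; 0% = enzyme without compound and 100% = no enzyme blank; many of its hits are not listed in these tables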
FXIIa inh: inhibitors of human coagulation factor XIIa. inhibition, % at 5 µM. hit rate 0.3% among 220,000. purified FXIIa, Boc-QGR-AMC fluorogenic substrate, 2 h. AID 800. P00748; in the data active = inhibition above about 40%;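 note: 0% = enzyme with no compound and 100% = blank without enzyme; many of its hits are not listed in these tables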
hK5 inh: blocks human kallikrein 5 protease activity | Q9Y337 | recombinant hK5, fluorogenic AMC substrate cleavage | inhibition, % at 5 µM | hit rate 0.59% among 210,000 | AID 873;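 active = inhibition of 40% or more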;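 note: 0% = enzyme controls without compound and 100% = no-enzyme blanks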
Target sequence (Q9Y337 67-293 limits assumed): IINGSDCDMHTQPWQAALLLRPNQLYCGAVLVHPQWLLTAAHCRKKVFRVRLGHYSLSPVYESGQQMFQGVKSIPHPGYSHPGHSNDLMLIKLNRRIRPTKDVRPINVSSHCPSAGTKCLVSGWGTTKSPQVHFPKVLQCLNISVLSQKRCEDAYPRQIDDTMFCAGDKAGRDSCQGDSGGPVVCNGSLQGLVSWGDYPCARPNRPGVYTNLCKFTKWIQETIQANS
Rad51 HR inh: Rad51 (human) homologous recombination inhibition. Q06609. hRad51 DNA strand exchange, fluorescence dequenching. inhibition, % at 10 µM. hit rate 0.085% among 200,000;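 active = inhibition above 40% at the single screening dose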;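 note: 0% = DMSO control wells and 100% = blanks with heterologous ssDNA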
Target sequence (Q06609 whole entry, looked up): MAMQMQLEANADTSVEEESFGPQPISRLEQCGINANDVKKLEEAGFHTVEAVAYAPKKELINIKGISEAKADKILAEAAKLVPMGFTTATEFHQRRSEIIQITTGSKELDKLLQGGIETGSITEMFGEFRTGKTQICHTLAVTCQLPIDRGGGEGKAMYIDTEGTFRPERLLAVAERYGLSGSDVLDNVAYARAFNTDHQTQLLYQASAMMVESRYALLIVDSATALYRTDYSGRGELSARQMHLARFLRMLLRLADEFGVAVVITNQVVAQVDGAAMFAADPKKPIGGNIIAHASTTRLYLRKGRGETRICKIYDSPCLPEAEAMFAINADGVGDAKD
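Material: hRad51 filaments on single-stranded DNA; Reagent: Donor/quencher-labelled 47-bp dsDNA substrate; Compound: 10 µM final, single point; Schedule: 37 °C 15-min filament assembly, 30-min compound preincubation, 15-min exchange; Technique: FRET fluorescence, excitation 485 nm, emission 520 nm; Benchmarks: control wells and blank wells on each plate.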
Furin inh: blocks human furin protease activity; P09958; purified furin, fluorogenic substrate cleavage; inhibition, % at 30 µM; hit rate 0.061% among 220,000; in the data active = inhibition above about 25%; note: inactives centre near -15
Calpain2 inh: blocks pig calpain II enzyme activity. purified calpain II, fluorogenic peptide substrate, 30 min. inhibition, % at 16 µM. hit rate 0.37% among 220,000;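 active = inhibition above about 50%, limit read from the data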
KCC2 mod: modulators of human KCC2 chloride dependent transport; Q9H2X9; KCC2 cells, thallium flux FluoZin-2 fluorescence; B-score of Tl+ flux slope (higher = more flux/activation; lower = inhibition) at 10 µM; hit rate 2.2% among 190,000; AID 1456;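 active = thallium flux slope and its plate-corrected score both differing from the plate sample mean at a set confidence after two filtering rounds, in either direction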;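 note: slope of fluorescence scaled to starting intensity during 10 to 20 s after thallium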
The depositor's hits bear a star; . = no result given; [ ] = remark or other dose.

SMILES	Thrombin inh	PERK inh	FXIa inh	FXIIa inh	hK5 inh	Rad51 HR inh	Furin inh	Calpain2 inh	KCC2 mod
CNC(=S)Nc1ccc(OC(F)(F)F)cc1	-6	0.8	-2	4	-3	-13	-18	7	1.1
CCOc1ccc(C(=O)Nc2cccc(NC(=O)c3cccs3)c2)cc1[N+](=O)[O-]	0	-0.6	7	11	-5	.	-23	-34	-0.55
Cc1ccc(-c2nc(CS(=O)(=O)CC(=O)NC3CCCCC3C)c(C)o2)cc1 (centres undefined)	1	0.4	8	12	-5	-6	-5	-2	.
CCCS(=O)(=O)c1csc(C(=O)OC)c1N	-1	2.7	1	5	3	-10	-17	-17	0.62
Cc1cccc(Cn2c(SCCO)nc3c2c(=O)n(C)c(=O)n3C)c1	3	-1.4	6	18	-4	12	-9	-49	0.36
CSc1nc(N)nc(SCC(=O)C23CC4CC(CC(C4)C2)C3)c1C#N	-2	-0.2	6	8	4	10	-28[20 µM]	25	0.034
Cc1ccc(-c2nc(N/N=C/c3ccncc3)c3ccccc3n2)cc1	-5	-1.5	-4	3	3	-7	-24[20 µM]	-6	0.0015
COc1ccccc1/C=C/C=N/n1c(-c2ccccc2)n[nH]c1=S	-1	-0.5	5	4	0	-19	-15	1	0.48
CC(=O)/C(=N/Nc1ccc(Br)cc1)N1CCCc2ccccc21	-3	-0.7	2	7	3	15	-18	-16	-1.5
COCc1[nH]nc2c1C(c1ccnc3ccccc13)C(C#N)=C(N)O2 (centres undefined)	-3	0.6	-4	-3	3	-4	-25	-37	-0.2
CC(=O)c1c(C)nc(-c2ccc(Cl)cc2)nc1NC(=O)C(C)C	32	-0.2	2	2	30	3	-15[20 µM]	12	.
O=S(=O)(c1ccccc1)n1c(C(O)c2ccccn2)cc2ccccc21 (centres undefined)	-3	0.7	-1	5	-17	-1	-20	9	-0.33
CCc1c(C#N)c(SCc2c(C)noc2C)nc2c1C(=O)CC(C)(C)C2	0	-1.1	10	13	-2	.	-25	27	-1.3
Cc1cccc(Oc2ccc(N)cc2)c1	2	1.3	0	17	1	5	-12[20 µM]	3	0.0013
COc1ccc(OCC(=O)Nc2cccc(-c3nc4ccccc4[nH]3)c2)cc1	1	0.2	2	16	7	-4	-6[20 µM]	15	0.059
CCc1ccc(-c2csc3ncn(CC(=O)N4CCOCC4)c(=O)c23)cc1	-6	0.2	2	14	-20	0	0[20 µM]	-18	.
O=C(NCc1ccc(S(=O)(=O)NC2CCCCC2)s1)c1ccccc1	-12	-0.9	-13	-1	30	-9	1	21	-0.7
Cc1cc(C2=NNC(=NCCc3ccccc3)SC2)c(C)n1-c1c(C)n(C)n(-c2ccccc2)c1=O	-2	0.8	0	4	0	-37	-2	-46	-1.3
O=C(COc1ccc(/C=N/NC(=O)c2ccc(O)cc2)cc1)Nc1cccc([N+](=O)[O-])c1	-6	0.7	3	12	0	7	-20	11	1.7
S=c1nc[nH]c2c1[nH]c1ccc(Cl)cc12	1	0.4	2	7	5	23	-12	-17	-0.085
CCn1cc(C(=O)Nc2sc(C)c(C)c2C(=O)OC)cn1	-1	-0.7	8	14	-17	7	-6	-76	0.27
Cc1ccc(CSC2=NCCN2C(=O)c2ccc([N+](=O)[O-])cc2)cc1	0	1.3	-1	9	7	.	-34	-1	0.38
CCOC(=O)c1sc(=S)n(-c2ccc(Cl)cc2)c1SC	-5	-0.4	-11	-6	23	-10	-8[20 µM]	24	0.43
Cc1nc2ccc(C(=O)N3c4ccccc4CC3C)cc2s1 (centres undefined)	-3	-0.2	0	6	-2	-2	-17	36	-2.6
CCOC(=O)Cn1nc(C)c2c1CCCC2=O	-1	0.2	-3	-3	2	-1	-6[20 µM]	-12	0.1
Cc1c(C(=O)Nc2c(F)cccc2F)sc2ncnc(N3CCN(c4ccccc4)CC3)c12	4	-0.7	5	11	-1	0	-23	-70	-0.23
Cc1ccc(-c2noc(CCC(=O)NC3CCN(Cc4ccccc4)CC3)n2)cc1	2	-0.5	1	6	13	7	-14[20 µM]	-5	0.31
O=C(O)CN=C(NS(=O)(=O)c1ccc(Cl)cc1)c1ccccc1	-2	0.9	15	17	-2	0	-20[20 µM]	3	.
N#C/C(=C\c1ccc(OCC(N)=O)cc1)c1ccccc1	1	0.6	4	12	-13	-3	-6	24	0.052
O=C(NNC(=O)c1cc2cc(OC(F)(F)F)ccc2[nH]1)c1ccc(Cl)cc1	0	1.4	7	14	-2	21	-18	-21	-0.33

Four structures out of the list, ordered by molecular weight, ascending:
SMILES	Thrombin inh	PERK inh	FXIa inh	FXIIa inh	hK5 inh	Rad51 HR inh	Furin inh	Calpain2 inh	KCC2 mod
CCOC(=O)c1sc(=S)n(-c2ccc(Cl)cc2)c1SC	-5	-0.4	-11	-6	23	-10	-8[20 µM]	24	0.43
O=C(NCc1ccc(S(=O)(=O)NC2CCCCC2)s1)c1ccccc1	-12	-0.9	-13	-1	30	-9	1	21	-0.7
O=C(COc1ccc(/C=N/NC(=O)c2ccc(O)cc2)cc1)Nc1cccc([N+](=O)[O-])c1	-6	0.7	3	12	0	7	-20	11	1.7
Cc1cc(C2=NNC(=NCCc3ccccc3)SC2)c(C)n1-c1c(C)n(C)n(-c2ccccc2)c1=O	-2	0.8	0	4	0	-37	-2	-46	-1.3

Later entries
SMILES	Thrombin inh	PERK inh	FXIa inh	FXIIa inh	hK5 inh	Rad51 HR inh	Furin inh	Calpain2 inh	KCC2 mod
O=C(c1ccccc1Br)N1CCC(c2nc3ccccc3s2)CC1	-3	0.2	-2	6	-7	12	-11	5	1.2
N#Cc1ncc(C(F)(F)F)cc1Sc1ccccc1N	-9	-0.4	7	9	-11	.	-6[20 µM]	20	.
COC(=O)c1c(NC(=O)C2CCCO2)sc2c1CCC2 (centres undefined)	-3	-0.5	2	12	14	7	-14[20 µM]	-32	.
COc1cccc(/C=N/NC(=O)Cn2nc([N+](=O)[O-])cc2C)c1	-7	2.5	2	3	-7	-17	-24	19	0.7
Cn1cc(CNCc2ccccc2OCC(O)CN2CCc3ccccc3C2)cn1 (centres undefined)	-1	0.9	0	8	.	-21	-21	5	0.047
O=Cc1c(F)cccc1N1CCCC1	8	0.3	6	23	17	-3	0	24	1.8
C/C(=N/NC(=O)CNc1ccc(C)cc1)c1ccc(Br)s1	2	1.7	15	8	-10	-5	-13[20 µM]	23	.
C/C(CC(=O)Nc1ccc(OCc2ccccc2)cc1)=N\NC(=O)C(=O)Nc1cccc(C)c1	-4	-0.4	7	11	-9	-9	-21	3	1
Cc1c(NC(=O)Cc2noc3ccccc23)cccc1[N+](=O)[O-]	-11	0.5	-5	3	-5	-2	-17	-18	0.44
CCCCCCOC(=O)C(C#N)c1nc2ccccc2nc1N1CCN(C)CC1 (centres undefined)	2	-2.1	-1	1	1	0	6	-57	-0.7
O=C(COc1ccc2c(c1)OCO2)Nc1ccc2c(c1)oc1ccccc12	-6	-0.5	-1	-2	1	5	-8[20 µM]	-6	0.26
COc1cc(OC)c(C2N(C)c3ccccc3N2C)cc1OC	-6	0.1	-7	-2	1	-6	-20[20 µM]	7	0.37
O=C(Cn1nc2n(c1=O)-c1ccccc1SC2)N/N=C/c1ccncc1	-2	-0.4	-1	8	-1	8	-10	-28	-1.1
CCOC(=O)c1ccc(NC(=O)Oc2cc(C)c(Cl)cc2C(C)C)cc1	3	0.9	4	10	4	.	-29	-8	-0.69
CC(=O)OC(C(=O)NC1CCCCC1)c1ccccc1 (centres undefined)	-6	0.5	-2	6	0	-2	-14	-37	0.47

Reprinted from the part before: two compounds, followed by the next part.
SMILES	Thrombin inh	PERK inh	FXIa inh	FXIIa inh	hK5 inh	Rad51 HR inh	Furin inh	Calpain2 inh	KCC2 mod
CCOC(=O)c1ccc(NC(=O)Oc2cc(C)c(Cl)cc2C(C)C)cc1	3	0.9	4	10	4	.	-29	-8	-0.69
CC(=O)OC(C(=O)NC1CCCCC1)c1ccccc1 (centres undefined)	-6	0.5	-2	6	0	-2	-14	-37	0.47
CCN(CC)c1ccc(/C=N/NC(=O)Cc2ccc(OC)c(OC)c2)cc1	-1	-0.5	-10	6	-9	2	-26	-171	0.037
CCCC(=O)NNC(=O)CC(=O)Nc1ccccc1C(=O)O	0	1.8	2	8	3	7	-22	-26	-0.87
COc1ccc(N2CCN(c3oc(COc4ccccc4)nc3C#N)CC2)cc1	0	-0.1	8	14	11	3	-14	12	-0.69
CN1CCc2c(sc3nc(NN)n(Cc4ccccc4)c(=O)c23)C1	-6	-0.2	-17	0	16	-17	0	-11	1.5
CCN(CC)CCN(C(=O)c1ccc(Br)s1)c1nc2cc3c(cc2s1)OCCO3	0	1.5	-6	10	7	-5	1	5	-0.13
O=C1NCCCC1C(=O)N1CCCCC1 (centres undefined)	-7	0.3	-6	0	-13	-27	-3	6	0.13
CC(C)Sc1nc2c([nH]1)c(=N)ncn2Cc1ccccc1	.	0.2	15	5	11	12	-15	-7	-0.88
COC(=O)c1ccc(C(=O)OC)c(NC(=S)N2CCC(C(N)=O)CC2)c1	3	1.3	0	12	1	8	-31	-15	-0.085
COc1ccc(NC(=O)CN2CCOCC2)cc1	0	1.6	3	11	16	3	-21[20 µM]	-31	-0.83
Clc1ccc2nnc(Cl)n2n1	-4	-0.6	-3	5	9	-7	-22	0	1.7
Cc1ccc(NS(=O)(=O)c2cc(-c3n[nH]c(=O)c4ccccc34)ccc2C)cc1	-6	-1.0	3	2	-9	16	-17	-57	-1.5
COc1cc(CCCN2C(N)=NC[C@@H]2Cc2ccc(O)cc2)cc(OC)c1OC	-3	.	-2	7	-2	2	-28	-21	0.85
COc1cc2ncnc(NCc3ccccc3C)c2cc1OC	-2	-0.1	-8	5	-26	9	-22[20 µM]	-24	-0.96
CCNC(=O)C1CC(=O)N(c2ccc(OCC)cc2)C1 (centres undefined)	4	1.0	6	16	-25	0	-27	-10	0.59
O=C(c1cnn(C(=O)c2cccc(S(=O)(=O)N3CCOCC3)c2)c1)c1cc(Cl)cc(Cl)c1O	-11	0.2	-4	0	-2	.	-3	-14	-0.76
Cc1ccc(N=Nc2cc(C)ccc2N)cc1	-4	2.1	5	4	2	.	-12	-2	0.83
Cc1c(Cc2ccccc2)c(NCCCO)n2c(nc3ccccc32)c1C#N	-8	-0.8	1	8	0	.	-16	-28	-1.2
Cc1cc(=O)oc2cc(OCc3nnc(-c4ccccc4Br)o3)ccc12	-6	0.3	-7	3	-12	-14	-17	-187	-1.1
COc1cc(OC)cc(OCC(O)Cn2cnc3cc(C)c(C)cc32)c1 (centres undefined)	-3	-0.2	4	9	-4	2	-26	-19	0.42
CCNc1nc(NCC)n2c(SCC(=O)Nc3ccccc3[N+](=O)[O-])nnc2n1	4	1.0	9	9	-8	5	-12	-3	0.83
CC1=CC(C)(C)N(S(=O)(=O)c2ccc(F)cc2)c2ccc(C)cc21	-8	-0.9	-3	-5	-37	3	-6[20 µM]	15	-1.3
CCN(CC)S(=O)(=O)c1cccc(-c2nnc(SCC(=O)NC)n2CCc2ccccc2)c1	-3	0.1	9	10	-8	-4	-24	13	-0.23
Cc1cc(=O)oc2cc(OC(=O)CCN3C(=O)c4ccccc4C3=O)ccc12	8	0.7	-14	63*	-25	-7	-33[20 µM]	-485	-0.59
COc1ccc(CC(=O)Nc2ccc(OC(C)=O)cc2C(=O)O)cc1	-10	1.1	-2	0	.	-39	-28	-22	0.82
c1coc(-c2nc3ccccc3nc2-c2ccco2)c1	16	0.6	13	45*	12	0	-10	-325	0.14
COc1cccc2c(=O)n(CC(=O)N3CCN(c4ccccc4)CC3)ccc12	-11	1.8	-6	4	-27	-2	-22	-8	-2.5
CCCCc1n[nH]c(=S)n1Cc1ccc(Cl)cc1	-13	0.6	-3	0	-10	6	-23	2	4.2*
CC(NCc1ccccc1)c1ccccc1O (centres undefined)	2	0.6	0	10	2	-8	-31	-11	0.81

Source: PubChem BioAssay (several laboratories)

A portion of the library, so the mix of outcomes need not match the whole.
